High-throughput results: PubChem BioAssay, several laboratories
Cardiac RTF inh – cardiac RTF calcium desensitization | P19429+P45379 | IANBD-labeled cardiac RTF, Ca2+ fluorescence | inhibition, % at 7.15 µM | 340,000 compounds, 0.12% hits;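 active = inhibition above the mean inhibition of all tested compounds plus 3 SD, cut at about 17% in these data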;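 note: assay run at fixed EC70 calcium of 1.6 mM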
Keap1 Nrf2 FP – disrupts human Keap1 binding to Nrf2 peptide | Q14145 | Keap1 Kelch-Nrf2 peptide fluorescence polarization, 1536-well | inhibition, % at 9.4 µM | 340,000 compounds, 0.15% hits; in the data active = inhibition above about 12%;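 note: human Keap1 Kelch domain with fluorescein labeled Nrf2 9mer peptide probe; 0% = neutral control wells and 100% = peptide positive control; higher means more block of Keap1 binding to Nrf2 peptide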
V-ATPase pHluor – alters yeast V-ATPase proton transport. S. cerevisiae, pHLuorin cytosolic pH fluorescence. AID 504577. response, % at 10 µM. 350,000 compounds, 0.37% hits; in the data active = response mostly above about 7.3%, no sharp cut-off; inactive = mostly below about 5.4%; note: actives read high; inactives centre near 0; some compounds called inactive have numbers as strong as hits
CAL PDZ FP-1 – inhibitors of human CAL PDZ peptide binding. Q9HD26. purified CAL PDZ, TMR-peptide fluorescence polarization, 1 h. inhibition, % at 24.9 µM. 300,000 compounds, 0.92% hits. AID 602252;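 active = mean inhibition of at least 30% with at least half of replicates also reaching 30%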;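 note: 0% = DMSO neutral control and 100% = excess unlabeled competitor peptide PRC23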
CAL PDZ FP-2 – inhibitors of human CAL PDZ peptide binding; Q9HD26; purified CAL PDZ, TMR-peptide fluorescence polarization, 1 h; inhibition, % at 20 µM; 330,000 compounds, 0.02% hits; AID 504414;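 active = highest replicate inhibition of at least 40%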;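 note: plate controls were DMSO neutral control wells for no effect and unlabeled competitor peptide control wells for full effect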
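Read-out basis: mP drop reported as inhibition | Assay system: Tagged CAL PDZ protein CerCALP, purified | Benchmarks: Unlabelled peptide for full inhibition, DMSO wells as neutral | Schedule: 1 h incubation at room temperature before polarization reading | Buffer or medium: Sodium phosphate/NaCl buffer pH 7.4 with TCEP, IgG, Thesit | Doses: Single point, 20 µM | Measured by: Fluorescence polarization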
DSG3 Ab inh – human desmoglein-3 autoantibody binding inhibition; P32926; DSG3-coupled beads, scFv-anti-DSG3-GFP binding, flow cytometry; hits give low values; binding (percent of control), % at 10 µM; 310,000 compounds, 0.48% hits;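 active = binding more than 3 SD below its plate's average and above zero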;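 note: hits lower antibody fragment binding to DSG3; some compounds called inactive have numbers as strong as hits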
Target sequence (P32926 whole entry, looked up, the tested form may be a part): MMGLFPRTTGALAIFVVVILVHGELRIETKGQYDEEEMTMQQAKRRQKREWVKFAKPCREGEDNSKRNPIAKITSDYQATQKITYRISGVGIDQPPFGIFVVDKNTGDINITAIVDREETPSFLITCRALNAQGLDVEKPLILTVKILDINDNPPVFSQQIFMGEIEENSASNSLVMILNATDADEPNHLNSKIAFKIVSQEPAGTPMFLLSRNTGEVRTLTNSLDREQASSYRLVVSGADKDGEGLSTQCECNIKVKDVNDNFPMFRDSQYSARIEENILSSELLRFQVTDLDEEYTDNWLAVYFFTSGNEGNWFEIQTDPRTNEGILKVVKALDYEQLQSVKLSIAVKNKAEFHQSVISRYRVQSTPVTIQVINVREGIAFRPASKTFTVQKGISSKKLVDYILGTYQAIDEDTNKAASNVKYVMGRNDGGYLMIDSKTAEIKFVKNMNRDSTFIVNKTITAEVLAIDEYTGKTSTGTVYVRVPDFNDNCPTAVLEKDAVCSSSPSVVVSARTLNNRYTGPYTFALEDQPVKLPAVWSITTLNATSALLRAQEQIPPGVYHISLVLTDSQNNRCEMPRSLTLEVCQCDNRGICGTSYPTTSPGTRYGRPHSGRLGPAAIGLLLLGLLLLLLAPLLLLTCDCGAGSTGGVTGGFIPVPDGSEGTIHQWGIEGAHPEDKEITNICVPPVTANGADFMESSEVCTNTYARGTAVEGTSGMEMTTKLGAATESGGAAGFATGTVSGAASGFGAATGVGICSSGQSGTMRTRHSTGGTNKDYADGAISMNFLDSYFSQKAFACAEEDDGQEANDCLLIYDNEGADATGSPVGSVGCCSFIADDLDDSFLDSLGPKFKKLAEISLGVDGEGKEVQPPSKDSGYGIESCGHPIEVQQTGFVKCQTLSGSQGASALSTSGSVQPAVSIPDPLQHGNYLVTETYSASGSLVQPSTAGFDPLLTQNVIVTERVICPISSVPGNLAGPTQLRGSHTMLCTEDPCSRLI
NSD2 HMT inh – inhibitors of human histone methyltransferase NSD2; inhibition, % at 12.5 µM; 310,000 compounds, 0.54% hits; NSD2 peptide methylation, AlphaScreen, 120 min; in the data active = inhibition above about 50%
DAGLB inh – blocks human DAGLB lipase activity | Q8NCG7 | HEK293T DAGLB membrane lysate, EnzChek fluorogenic substrate | inhibition, % at 5.17 µM | 340,000 compounds, 0.059% hits; in the data active = inhibition above about 34%;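 note: 0% = enzyme with vehicle and 100% = wells lacking enzyme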
C-LANA FP – blocks KSHV LANA C-terminal domain binding to DNA | 340,000 compounds, 0.078% hits | MBP-C-LANA/FAM-LBS DNA binding, fluorescence polarization | inhibition, % at 9 µM;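 active = highest replicate inhibition at or above 60% at 9 µM, even if other replicates fall short; inactive = all replicates below 60% inhibition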;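 note: 0% = neutral control wells and 100% = 4 µM acridine orange control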
Arrestin-AP2 inh – human beta-arrestin and AP2 interaction inhibition | FITC-arrestin peptide / GST-AP2 beads, flow cytometry; AP2 beta2 appendage carries R879A mutation | 340,000 compounds, 0.31% hits | AID 504490 | inhibition, % at 10 µM;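 active = inhibition above a set limit, near 3 SD of compounds lacking own fluorescence, cut at about 54% in these data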;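 note: plate controls were DMSO wells for no effect and 5 µM unlabelled arrestin peptide for full effect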
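Measured by: flow cytometry, FL1 (488/535 nm); Material: AP2 appendage R879A on GSH beads; Evaluation: percent response; Timing: pre-incubation 12 min, peptide binding 1 h, room temperature; Also added: 50 nM FITC-arrestin peptide; Medium: PBS with 0.05% Tween 20 and 0.1% BSA.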
The depositor's hits bear a star; nt = not tested or not shown. An excerpt. The share of hits here may be higher or lower than overall.

Values run as follows: CAL PDZ FP-1	C-LANA FP	Cardiac RTF inh	Keap1 Nrf2 FP	DAGLB inh	DSG3 Ab inh	CAL PDZ FP-2	NSD2 HMT inh	V-ATPase pHluor	Arrestin-AP2 inh
CC(=O)c1cccc(Nc2cc(C)nc3ccc(C)cc23)c1
 : -2	0.4	-8	-7	1	107	-0.2	0	-1	14
CCOC(=O)c1nn(-c2ccccc2)c(=O)cc1OCC(=O)Nc1cc(C)ccc1OC
 : -2	-0.3	2	4	2	112	-1.5	-1	2	-2
C=CCN(Cc1cccs1)C(=O)COc1ccc2c(c1)OCO2
 : nt	0.2	-7	1	-5	96	0.8	4	-2	1
CCOc1cc2[nH]c(=S)n(CCC(=O)NCc3ccc(OC)cc3)c(=O)c2cc1OCC
 : -1	1.5	-4	-2	0	92	1.4	1	-4	0
Oc1cc(NCCc2cccnc2)cc2cccnc12
 : 4	4.5	-31	7	6	100	1.0	nt	7	9
Cc1[nH]c2ccc3ccccc3c2c(=O)c1C/C=C/Cl
 : 0	0.9	-6	-1	-4	104	-0.8	0	4	16
NC(=O)c1cc(NC(=O)COC(=O)CCCN2C(=O)c3cccc4cccc(c34)C2=O)cc(C(N)=O)c1
 : nt	-0.6	3	-2	3	97	-2.8	0	-2	10
CCOC(=O)C1CCCN(Cc2nc(N)nc(Nc3ccc(Cl)cc3)n2)C1 (stereo not given)
 : nt	-0.5	-3	-1	-1	107	-2.0	7	-2	7
O=S(=O)(c1ccccc1)N1CCN(C2CCN(Cc3ccccc3)CC2)CC1
 : -3	-1.2	-5	-3	-1	nt	0.6	4	3	-2
COc1ccc(CCNC(=O)C(C)OC(=O)c2nsc(Cl)c2Cl)cc1OC (stereo not given)
 : -6	-0.5	-3	2	-1	98	-3.3	-2	2	-2
CS(=O)(=O)N(Cc1ccc(Cl)cc1)c1ccc(C(=O)NCCSc2ccccn2)cc1
 : -3	-4.1	2	-4	0	111	-0.6	-2	0	0
Cc1ccc(NC(=O)C2C3/C=C\CCCCC32)cc1 (stereo not given)
 : 5	-2.4	-14	-6	-6	103	0.6	1	1	-4
Cc1cccc(-n2nnnc2SCc2csc(-c3ccccc3)n2)c1
 : -5	-1.0	3	-5	-9	102	-2.6	-2	1	-5
Cc1cccc(-n2c(=O)[nH]c3c(C(N)=O)nc(C(C)C)nc32)c1
 : -4	1.0	-1	-9	-6	100	-0.5	0	3	-8
CCN(CC)c1ccc(C2CC(=O)Nc3cc(OC)c(OC)cc32)cc1 (stereo not given)
 : -3	0.5	-3	-7	3	nt	0.3	14	-4	2
Cc1cc(C)cc(NCc2cc3c(cc2[N+](=O)[O-])OCO3)c1
 : -4	0.3	-4	-1	4	98	0.4	-4	-1	8
CC1CCCN(C(=O)COC(=O)Cn2cnc3ccccc32)C1 (stereo not given)
 : 0	1.8	-2	-3	-1	100	-0.7	-2	-1	-1
CCCCOc1ccc(-c2cnc3ccccc3n2)cc1
 : -2	0.1	-16	-1	-6	95	-0.6	-3	-1	1
COc1cc(NC(=O)Cn2c(-c3cncs3)nc3ccccc32)cc(OC)c1OC
 : nt	-1.6	-5	-4	0	105	-1.6	0	-2	3
CC(C)NS(=O)(=O)c1ccc(OCC(=O)NCC2CCCO2)c(Cl)c1 (stereo not given)
 : nt	-0.8	-1	0	-5	95	-0.1	1	3	27

(next part)
Values run as follows: CAL PDZ FP-1	C-LANA FP	Cardiac RTF inh	Keap1 Nrf2 FP	DAGLB inh	DSG3 Ab inh	CAL PDZ FP-2	NSD2 HMT inh	V-ATPase pHluor	Arrestin-AP2 inh
COc1ccc(S(=O)(=O)N(CC(=O)NCc2ccncc2)c2ccc(C)cc2)cc1OC
 : -5	-0.4	-13	3	-2	101	0.0	2	0	-13
O=C(CSc1ncnc2c1oc1ccccc12)Nc1cccc(F)c1
 : -3	0.7	-5	2	-4	nt	-0.3	0	-2	25
O=C(c1ccccc1)N1N=C(c2ccccc2)CC1c1ccccc1 (stereo not given)
 : -5	-0.4	-1	-3	-7	102	-0.2	2	6	5
Cc1ccc(/C=N/NC(=O)c2ccco2)s1
 : nt	-0.3	5	-1	-1	102	-1.2	0	3	-4
CNS(=O)(=O)c1ccc(OC)c(-c2nnc3c4ccccc4c(C)nn23)c1
 : 2	0.6	-5	-1	-1	97	-1.1	1	-4	0
Cc1ccc(-c2cc(-c3ccccc3)c(C#N)c(N)n2)o1
 : -3	3.4	-8	-1	7	nt	-0.9	0	-4	5
COc1ccccc1NS(=O)(=O)c1cccc(C(=O)N2CCCCCC2)c1
 : -1	0.3	-2	-2	1	92	-2.6	3	12	55*
Cc1ccc(Cl)cc1NC(=O)Cn1cc2c(n1)CCCC2
 : nt	-0.2	-9	6	-5	106	-1.4	nt	-1	1
COc1ccccc1C(=O)NNC(=O)C(=O)Nc1cccc(Cl)c1C
 : -3	1.4	-1	-3	3	110	1.0	22	-5	2
O=C(NNS(=O)(=O)c1ccccc1[N+](=O)[O-])c1cccc(Br)c1
 : 51*	-3.1	-3	-1	1	109	-0.9	10	1	4
COc1cccc(C(Nc2ccccn2)c2oc(CO)cc(=O)c2O)c1 (stereo not given)
 : -3	4.2	-4	-27	-1	100	-1.8	-1	-1	13
O=C(COC(=O)c1ccccc1)NC12CC3CC(CC(C3)C1)C2
 : -2	0.1	-7	4	2	99	-3.4	0	6	36
CC1CCCN(CCCN2C(=O)C3C(C(=O)Nc4cccc(Cl)c4)C4C=CC3(O4)C2C(=O)NC2CCCCC2)C1 (stereo not given)
 : 6	-1.6	1	4	-1	nt	-1.4	0	-1	30
C=CCOc1c(Br)cc(/C=C(\C#N)C(N)=O)cc1OC
 : -2	0.3	-3	2	0	100	-1.4	4	3	34
COc1cc(/C=C/C(=O)c2ccc3c(c2)OCO3)cc(Cl)c1O
 : -4	-14	-21	-6	-4	110	-1.8	7	1	-6
COCCN(C(=S)Nc1ccc(C(C)C)cc1)C(C)c1cccs1 (stereo not given)
 : 9	-1.1	-14	3	-9	91	0.3	2	6	10
C=C(C)C(O)Cc1c(OC)ccc(C(=O)/C=C/c2ccc(O)cc2)c1O (stereo not given)
 : -8	0.5	-4	-4	0	107	-0.6	nt	4	14
Cc1ccc(S(=O)(=O)N2CCN(C(=O)CN3CCOCC3)C2C(C)C)cc1 (stereo not given)
 : nt	1.7	-9	-3	-1	104	-0.5	1	5	-6
CC(C)(C)n1ncc2c(=O)n(CC(=O)NCc3ccco3)cnc21
 : -3	1.3	4	-5	-1	106	-0.7	1	-1	0
Nc1cc(=O)[nH]c(=O)n1Cc1ccco1
 : -4	1.4	-5	3	-4	102	-0.9	-4	-6	14

Next compounds
Values run as follows: CAL PDZ FP-1	C-LANA FP	Cardiac RTF inh	Keap1 Nrf2 FP	DAGLB inh	DSG3 Ab inh	CAL PDZ FP-2	NSD2 HMT inh	V-ATPase pHluor	Arrestin-AP2 inh
Cc1cc(=O)n2[nH]c(-c3ccc(Cl)cc3)cc2n1
 : -19	0.7	2	-1	0	95	-4.9	1	-5	11
C#CCOCCOCCOCCNc1nc(N2CCOCC2)nc(N2CCN(C(=O)Cn3cc(CCCCN)nn3)CC2)n1
 : -3	-2.1	-4	-2	2	104	-2.3	nt	2	3
O=C(NCc1cccnc1)Nc1cccc(NC(=O)NCc2cccnc2)c1F
 : nt	-0.2	4	-3	-5	112	1.8	-1	-2	2
COc1ccc(C(=O)NC(=S)NCc2ccco2)cc1
 : nt	1.8	-9	-5	-3	112	-1.8	2	3	12
Cn1c(SCC(=O)NNC(=S)Nc2ccccc2)nnc1-c1ccccc1
 : 0	2.1	2	1	-2	nt	-0.7	nt	2	-1
O=S(=O)(NCc1ccccc1Br)c1ccccc1Br
 : 6	-1.1	-11	3	-2	105	-1.0	nt	6	-2
O=c1ccc2ccc(OCc3nnc(-c4ccccc4Br)o3)cc2o1
 : 0	-0.8	-6	-4	-1	nt	-3.2	2	-1	-5
CCCCn1nnnc1NCc1cccnc1
 : -5	0.1	-4	0	-7	105	0.9	-2	-5	22
Cc1cc(Oc2ccccc2)nc(SCC(=O)Nc2ccc(Cl)cc2Cl)n1
 : -6	0.4	-3	0	-3	101	-2.0	-4	3	28
C[C@]12c3[nH]c4ccccc4c3CCN1C(=O)C(CC(=O)NCc1cccc(C(F)(F)F)c1)C[C@@H]2C(=O)N1CCOCC1 (stereo not given in full)
 : 1	0.8	-1	2	3	96	-0.3	nt	2	13
O=C(NCCc1ccco1)c1ccc(OCc2cn3ccccc3n2)cc1
 : nt	2.8	2	0	0	86	-1.1	6	-2	0
O=C(CSc1nnc(-c2ccncc2)o1)c1ccc2c(c1)OCCO2
 : 1	1.0	-14	-9	0	116	-0.3	-3	0	6
Nc1ccccc1C(=O)NC12CC3CC(CC(C3)C1)C2
 : -2	3.7	0	-1	0	114	-0.2	-1	1	32
CCn1c(=S)ccc2ccc(OC)cc21
 : 0	0.2	7	-3	0	105	-0.8	0	0	3
CCn1c(SCC(=O)Nc2ccc(N3CCOCC3)c(Cl)c2)nnc1-c1ccc(N)cc1
 : -4	-1.6	-5	2	1	104	-1.6	-1	0	-5
CCCN(C(=O)c1ccc2c(SCC(=O)O)c3c(nc2c1)CCC3)c1cccc(C)c1
 : -1	-0.6	1	0	3	97	-1.9	18	-2	12
Cc1cc(NC(=O)c2ccccc2)sc1C
 : -2	-0.4	-1	2	-3	109	-0.7	0	0	2
COc1cc(C(=O)COC(=O)C2CC2(Cl)Cl)cc(OC)c1OC (stereo not given)
 : -4	-1.6	-8	3	-2	128	0.6	-3	-4	15
Cn1cccc1C(=O)OCC(=O)N1CCN(c2ccccc2)CC1
 : -1	-0.6	-3	-4	-2	90	-0.5	2	9.8*	-10
Cc1cccc(N2CCN(C(=O)CCN3C(=S)NC(C)(C)CC3C)CC2)c1C (stereo not given)
 : -5	-4.4	0	0	2	91	-0.4	4	-3	-14

The results go on.
Values run as follows: CAL PDZ FP-1	C-LANA FP	Cardiac RTF inh	Keap1 Nrf2 FP	DAGLB inh	DSG3 Ab inh	CAL PDZ FP-2	NSD2 HMT inh	V-ATPase pHluor	Arrestin-AP2 inh
CS(=O)(=O)N1CCC(C(=O)Nc2ccc(Cl)c(Cl)c2)CC1
 : -5	-0.8	nt	1	nt	nt	-2.1	-4	-5	7
Cc1ccc(NC(=O)c2sc3ncn(CC(=O)N4CCN(c5ccccn5)CC4)c(=O)c3c2C)cc1F
 : -4	-0.1	-6	-4	-2	104	-1.2	-2	5	-1
CC(=O)c1ccccc1NS(=O)(=O)c1cccc2nsnc12
 : 9	1.3	7	0	-1	107	-1.2	2	1	4
O=C(COC(=O)C1(c2ccccc2F)CCCC1)N1CCc2ccccc21
 : -4	0.1	-7	-1	1	94	-0.2	1	1	14
NC(=O)c1ccsc1NC(=O)COC(=O)c1nc(Cl)ccc1Cl
 : -3	0.0	-4	-1	3	100	-3.4	1	1	-14
